MEKK3 PB1 HTS: raises or lowers MEK5 binding to the human MEKK3 PB1 domain | hit rate 1.4% among 290,000 | bead-based flow cytometry, Alexa488-MEK5 binding to MEKK3; actives lie on both sides; 0 = blocked by unlabeled MEK5, 100 = vehicle | Q99759 | binding response (% of control), % at 10 µM;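 active = binding response more than 3 SD above or below the average of its plate-row segment, actives on both sides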;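 note: Alexa488 bead fluorescence after subtracting the streptavidin-only scavenger bead signal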
Target sequence (Q99759 whole entry, looked up, the tested form may be a part): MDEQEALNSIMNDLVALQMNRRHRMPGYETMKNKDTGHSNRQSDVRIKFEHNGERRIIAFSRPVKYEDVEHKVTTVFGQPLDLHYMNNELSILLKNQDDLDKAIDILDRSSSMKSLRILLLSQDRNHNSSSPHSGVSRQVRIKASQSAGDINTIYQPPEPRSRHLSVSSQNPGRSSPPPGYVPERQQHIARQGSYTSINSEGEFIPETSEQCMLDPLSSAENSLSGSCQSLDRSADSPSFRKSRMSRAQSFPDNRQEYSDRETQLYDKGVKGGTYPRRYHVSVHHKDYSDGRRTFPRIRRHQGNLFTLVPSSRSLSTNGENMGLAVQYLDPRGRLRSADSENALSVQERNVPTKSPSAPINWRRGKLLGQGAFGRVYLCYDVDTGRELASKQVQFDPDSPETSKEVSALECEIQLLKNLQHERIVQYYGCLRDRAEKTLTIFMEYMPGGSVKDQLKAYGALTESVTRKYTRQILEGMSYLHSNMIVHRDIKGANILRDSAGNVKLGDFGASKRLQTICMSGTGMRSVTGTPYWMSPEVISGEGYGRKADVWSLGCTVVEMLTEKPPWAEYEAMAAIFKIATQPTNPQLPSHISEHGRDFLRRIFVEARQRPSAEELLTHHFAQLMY
V1aR counter: V1a receptor agonism, counter-screen for OXTR agonists | hit rate 0.25% among 320,000 | CHO-V1R cells, Fluo-8 calcium fluorescence, agonist mode; 0% DMSO, 100% 3 nM vasopressin | activation, % at 3 µM | P37288;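 active = activation above the mean activation of all tested compounds plus 3 SD, per screening run, cut at about 20% in these data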;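 note: signal is peak over basal fluorescence ratio across a 100 second FLIPR read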
PHOSPHO1 inh: PHOSPHO1 (human) inhibition. Q8TCT1. hit rate 1.1% among 290,000. inhibition, % at 13.3 µM. recombinant PHOSPHO1, absorbance phosphatase assay; in the data active = inhibition above about 60%
NALP1 yeast inh: NALP1 inhibition; S. cerevisiae NALP1/ASC/caspase-1 growth, X-gal OD620, 72 h; inhibition, % at 10 µM; hit rate 0.61% among 280,000; AID 2071; in the data active = inhibition mostly above about 24%, no sharp cut-off; inactive = mostly below about 32%; note: some compounds called inactive have numbers as strong as hits
GPR7 antagonist: blocks human GPR7 receptor signaling; GPR7-expressing cells, fluorescence antagonist assay; inhibition, % at 4.4 µM; hit rate 1.1% among 290,000; P48145; in the data active = inhibition above about 16%, passing the limit was not always enough;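 note: cells stimulated with the agonist NPW; 0% = agonist with vehicle and 100% = vehicle without agonist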
MEKK2wt PB1 HTS: raises or lowers MEK5 binding to wildtype human MEKK2 PB1 domain. bead flow cytometry, Alexa488-MEK5 binding to MEKK2 WT; actives lie on both sides. Q9Y2U5. hit rate 1.1% among 290,000. binding response (% of control), % at 10 µM; in the data active = binding response below about 67% or above about 130%
MEKK2mut PB1 HTS: signal of MEK5 binding to mutant human MEKK2 PB1 domain | percent response, % at 10 µM | bead flow cytometry, Alexa488-MEK5 binding to MEKK2 mutant | hit rate 0.35% among 290,000; in the data active = percent response above about 24%, passing the limit was not always enough; note: inactives centre near 1; some results filed as inactive read as strong as hits; reference of the scale not given here
GalR3 antag: antagonists of human GalR3; inhibition, % at 3 µM; HEK293 GalR3-CNG cAMP membrane potential fluorescence; galR3 body fused to GalR1 C-terminus; hit rate 0.44% among 360,000; AID 651719;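 active = inhibition above the screen-wide average plus 3 SD, cut at about 13% in these data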;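 note: forskolin and galanin both at EC90 stimulate the cells; cAMP rise reported by CNG channel membrane potential dye signal; 0% = forskolin plus galanin with DMSO and 100% = forskolin alone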
OXTR agonist: agonists of human oxytocin receptor; P30559; CHO-OTR cells, Fluo-8 calcium fluorescence; normalized: DMSO 0%, oxytocin 100%; activation, % at 3 µM; hit rate 0.32% among 320,000;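 active = activation above the mean of all tested compounds plus 3 SD, cutoff set per screening run, cut at about 20% in these data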;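 note: peak over basal fluorescence ratio from a 100 s FLIPR kinetic read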
Target sequence (P30559 whole entry, looked up): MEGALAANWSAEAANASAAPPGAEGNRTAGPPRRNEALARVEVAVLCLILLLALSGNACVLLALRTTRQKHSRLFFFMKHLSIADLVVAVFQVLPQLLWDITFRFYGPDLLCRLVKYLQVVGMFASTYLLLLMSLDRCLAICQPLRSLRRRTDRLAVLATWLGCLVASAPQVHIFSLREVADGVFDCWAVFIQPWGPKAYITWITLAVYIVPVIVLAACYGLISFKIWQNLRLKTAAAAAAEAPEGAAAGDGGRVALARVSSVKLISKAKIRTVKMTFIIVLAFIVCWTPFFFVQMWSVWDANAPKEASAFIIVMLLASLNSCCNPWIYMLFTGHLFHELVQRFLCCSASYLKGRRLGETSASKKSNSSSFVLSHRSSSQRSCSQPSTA
* = called active by the depositor; · = not tested or not shown.

mol | MEKK3 PB1 HTS | V1aR counter | PHOSPHO1 inh | NALP1 yeast inh | GPR7 antagonist | MEKK2wt PB1 HTS | MEKK2mut PB1 HTS | GalR3 antag | OXTR agonist
Nc1nc(CN2CCN(c3ccccn3)CC2)nc(Nc2ccc(F)cc2)n1 | 93 | -0.6 | -75 | -5 | -4 | 90 | -6 | -3 | -2.2
O=C(Nc1ccc(Cl)cc1[N+](=O)[O-])c1ccc2c(c1)OCCO2 | 101 | 1.3 | 23 | -3 | 1 | 97 | -4 | -2 | 0.5
Cc1cc(=O)oc2ccc(OC(=O)c3cccc(S(=O)(=O)N4CCOCC4)c3)cc12 | 99 | 2.3 | -11 | -4 | -2 | 101 | 0 | -7 | 0.4
Cc1ccc(CN2C(=O)/C(=C\c3ccc(C(=O)NCc4cccnc4)cc3)Oc3ccccc32)cc1 | 102 | -0.3 | -5 | 22 | -6 | 96 | -1 | -2 | -0.1
OCC12COC(c3ccccc3)N1C(c1ccccc1)OC2 (configuration not stated) | 98 | 0.2 | 17 | -1 | -10 | 96 | -6 | -2 | -0.9
O=C(CSc1ccccc1)Nc1cccc(NC(=O)c2ccco2)c1 | 100 | 2.5 | 18 | 8 | -7 | 102 | -1 | -4 | 5.0
O=S(=O)(Cc1ccccc1)Nc1ccc(S(=O)(=O)N2CCCC2)cc1 | 107 | 1.0 | 28 | · | -4 | 106 | 5 | 4 | 1.0
CCCNC(=O)COC(=O)/C=C/c1cccc(F)c1 | 112 | -0.2 | 32 | 2 | -3 | 103 | -1 | -5 | 0.3
CNC(=O)C1CC(=O)N(CCc2ccccc2)C(=Nc2ccc(OC)cc2)S1 (configuration not stated) | 115 | 0.5 | 6 | 7 | -7 | 103 | -4 | -2 | 0.7
Fc1nc(N2CCCC2)c(F)c(Oc2ccccc2Oc2c(F)c(F)nc(N3CCCC3)c2F)c1F | 94 | 0.0 | 0 | 11 | -9 | 92 | -2 | -4 | 5.2

Taken from above:
`Nc1nc(CN2CCN(c3ccccn3)CC2)nc(Nc2ccc(F)cc2)n1` – MEKK2wt PB1 HTS: 90
`O=C(Nc1ccc(Cl)cc1[N+](=O)[O-])c1ccc2c(c1)OCCO2` – NALP1 yeast inh: -3

Remaining list, next part
mol | MEKK3 PB1 HTS | V1aR counter | PHOSPHO1 inh | NALP1 yeast inh | GPR7 antagonist | MEKK2wt PB1 HTS | MEKK2mut PB1 HTS | GalR3 antag | OXTR agonist
C/C(=N\NC(=S)NC(C)C)c1ccc(Cl)s1 | 98 | -0.7 | -28 | -24 | -1 | 104 | 8 | -5 | 0.0
CCOC(=O)N=Nc1c2ccccc2c2nc3no[nH]c3nc12 | 102 | · | -91 | -8 | -5 | 100 | 0 | -8 | ·
CCOC(=O)C1CCN(C2CCN(Cc3nc(-c4ccccc4)no3)CC2)CC1 | 94 | 2.9 | 46 | 16 | -6 | 97 | -4 | 13* | 2.8
Cc1ccc(C(=O)Nc2ccccc2C(=O)NC(Cc2c[nH]c3ccccc23)C(=O)O)cc1 (configuration not stated) | 96 | 0.3 | 10 | -5 | -2 | 93 | -6 | -4 | -1.2
CCN(CC)CCNC(C(=O)Nc1cccc(C(C)=O)c1)c1ccccc1 (configuration not stated) | 83 | 1.1 | 32 | -12 | 24 | 117 | -11 | -6 | 1.0
CCN(CC)CCCNc1nc(-c2ccccc2)nc2ccccc12 | 105 | 0.5 | 18 | 36 | 4 | 109 | 9 | 0 | 3.2
Cc1cccc(SCc2noc(C(=O)NCC3CCCO3)c2C(=O)O)c1 (configuration not stated) | 112 | -1.0 | 42 | -13 | -13 | 113 | 8 | -5 | -0.6
COc1ccc(CN2CCN(Cc3csc(C(C)=O)c3)CC2CCO)c(C)c1C (configuration not stated) | 97 | 1.9 | 2 | 16 | -4 | 103 | -6 | 2 | 0.5
O=C(C[n+]1cccc(NC(=O)c2ccccc2)c1)c1cccc([N+](=O)[O-])c1 | 100 | -0.3 | 21 | 20 | -12 | 103 | -2 | -2 | 0.5
CCOC(=O)C1CCCN(C(=O)CCCn2nnnc2CN2CCC(C)CC2)C1 (configuration not stated) | 103 | 1.0 | 24 | 30 | 13 | 99 | -1 | -5 | 0.2
Cc1c(C)n(CCCN(C)C)c2ncnc(Nc3ccccc3)c12 | 106 | 0.1 | 46 | 22 | 0 | 107 | 2 | -13 | -0.3
Cc1ccc(N2C(=O)N(CC(=O)N3CCOCC3)C(=O)C2C)cc1 (configuration not stated) | 104 | 0.7 | 4 | -4 | -10 | 94 | -12 | -2 | -0.1
CCN(CC)S(=O)(=O)c1cc(NC(=O)[C@@H](NC(N)=O)C(C)C)ccc1C | 111 | -0.2 | -43 | 1 | -10 | 108 | 2 | 6 | 0.0
O=c1[nH]c(C2CCCN(S(=O)(=O)c3ccccc3)C2)nc2c1nnn2Cc1ccccc1Br (configuration not stated) | 106 | -0.2 | 34 | 11 | -2 | 105 | 13 | 1 | -1.2
O=C(NC(Cc1ccccc1)C(=O)O)c1ccco1 (configuration not stated) | 109 | 0.8 | -6 | 22 | -10 | 107 | 3 | -3 | 1.0
CCOCCCn1c(SCC(=O)Nc2cccc(S(=O)(=O)NC3=NCCCCC3)c2)nc2ccccc2c1=O | 99 | -1.5 | 12 | 11 | 0 | 97 | -3 | -5 | -0.5
CCOc1ccc(S(=O)(=O)N2CCCC(C(=O)Nc3ccccc3)C2)cc1 (configuration not stated) | 98 | 3.3 | 6 | 2 | -9 | 90 | -5 | 0 | 10
O=Cc1ccc(-c2ccc(Cl)cc2Cl)[nH]1 | 93 | -1.3 | 14 | -6 | 0 | 90 | -11 | -10 | -2.9
O=C(NNC(=O)c1cccnc1)Nc1cccc(Cl)c1Cl | 113 | 0.7 | -4 | 14 | 0 | 104 | 1 | -10 | 0.5
O=C(O)CCSc1nnc(COc2ccc(Cl)cc2)n1-c1ccccc1 | 95 | -0.9 | 10 | 6 | -11 | 95 | 1 | -9 | -0.5
Cc1ccc(NC(=O)C2CCCN2c2nn3c(=O)cc(C)nc3s2)cc1 (configuration not stated) | 102 | -0.1 | -4 | -4 | 0 | 108 | 7 | · | -1.1
C=CCn1c(C#N)c(N)sc1=N | 112 | 0.2 | 18 | -7 | -3 | 111 | 14 | 6 | 0.1
CC(C)[C@H](NC(=O)C1CCN(S(=O)(=O)c2ccccc2)CC1)C(=O)NCc1ccccc1 | 96 | 0.8 | 37 | -5 | -22 | 91 | -1 | 2 | 0.6
O=C(Cc1cccs1)Nc1ccc(S(=O)(=O)N2CCCCC2)cc1 | 108 | 1.1 | -1 | 15 | 3 | 105 | 2 | -2 | -0.5
CC1CC(=S)Nc2ccccc2S1 (configuration not stated) | 108 | 0.5 | 18 | -49 | -12 | 101 | 4 | -5 | 0.9
C=CCSc1nc2c(c(=O)[nH]c(=O)n2C)n1Cc1ccc(C)cc1 | · | 0.5 | 22 | 17 | -10 | · | · | · | -1.1
O=C(Nc1ccc(N2CCN(c3ncccc3C(F)(F)F)CC2)nc1)c1cccs1 | 92 | 5.8 | 52 | 16 | 21* | 90 | -19 | -6 | 4.2
CCOc1ccccc1OCC(=O)OCC(=O)Nc1ncc(Cl)cc1Cl | 90 | -0.3 | 24 | -14 | -3 | 95 | -4 | -4 | -0.6
COc1ccc(CCNC(=O)C2CCN(S(=O)(=O)c3ccc(C)cc3)CC2)cc1OC | 101 | · | -11 | 9 | -12 | 104 | 10 | -1 | ·
Cc1ccccc1/C=N/Nc1ccnc2cc(Cl)ccc12 | 96 | 2.8 | 21 | 51* | -20 | 122 | 5 | -3 | 1.9

Following part:
Screens in order – MEKK3 PB1 HTS | V1aR counter | PHOSPHO1 inh | NALP1 yeast inh | GPR7 antagonist | MEKK2wt PB1 HTS | MEKK2mut PB1 HTS | GalR3 antag | OXTR agonist
CS(=O)(=O)N(Cc1ccc(Cl)cc1)c1ccc(C(=O)NCCSc2ccccn2)cc1
 : 99 | 6.2 | -1 | 10 | 16 | 102 | 1 | -4 | 9.6
O=C(CSCc1ccc(Cl)cc1)c1ccco1
 : 111 | -0.2 | 39 | 12 | · | 116 | 17 | · | -1.2
Cn1c(=O)oc2cc(S(=O)(=O)Nc3cccc([N+](=O)[O-])c3)ccc21
 : 105 | 2.5 | 29 | -10 | 7 | 107 | 7 | -10 | 1.2
C=CC(C)(C)c1[nH]cnc1/C=C1\NC(=O)C(C(C)C)NC1=O (configuration not stated)
 : 95 | 1.0 | -1 | -6 | · | 107 | 5 | -4 | 0.4
O=C(Nc1ccc(N2CCOCC2)cc1)c1ccc2nc(-c3ccco3)c(-c3ccco3)nc2c1
 : 96 | -0.7 | -26 | 44 | -3 | 100 | 1 | -6 | -0.6
Cc1ccccc1OCC(=O)Nc1ccc(N2CCN(C)CC2)c(Cl)c1
 : 97 | 13 | 39 | -12 | 0 | 101 | 2 | -10 | 20*
COC(=O)C1CN(C(=O)C(C)Oc2ccc(C(C)C)cc2)c2ccccc2O1 (configuration not stated)
 : 100 | -0.8 | 2 | 18 | 14 | 100 | -1 | -9 | -0.9
O=C(C1=C[C@@H](c2csc3ccccc23)C[C@@H](OCc2ccc(CO)cc2)O1)N1CCOCC1
 : 88 | 4.0 | 8 | -13 | -6 | 109 | 4 | -3 | 6.1
Cc1cc(C)n(CCC(=O)N=Nc2c(O)[nH]c3ccccc23)n1
 : 101 | -0.3 | 47 | · | -11 | 100 | -2 | -1 | -0.2
O=C(COc1ccc2c3c(c(=O)oc2c1)CCC3)NCc1cccnc1
 : 103 | 1.0 | 34 | 4 | -14 | 101 | 4 | 6 | -0.4
NNC(=O)c1csc(-c2ccc(C(F)(F)F)cc2Cl)n1
 : 98 | -0.6 | 8 | 9 | -10 | 100 | -2 | -1 | -1.3
O=[N+]([O-])c1ccc(N/N=C/c2ccccc2O)cc1
 : 104 | 7.4 | 13 | -21 | 29 | 102 | 2 | -8 | 6.2
Cc1c(NC(=S)NC(=O)c2ccc(-c3ccc(Cl)cc3)o2)cccc1C(=O)O
 : 99 | -0.7 | 9 | 6 | 1 | 91 | -3 | 6 | -0.6
COc1ccc(N2CCN(CC(O)COC(c3ccc(F)cc3)c3ccc(F)cc3)CC2)cc1 (configuration not stated)
 : 109 | · | · | 0 | 2 | 123 | 7 | -10 | ·
COCCNC(=O)COc1ccc(C)cc1C(=O)c1cc(C#N)c(=O)n(C2CC2)c1
 : 101 | 0.0 | 7 | -4 | 0 | 104 | 1 | -8 | -1.0
Clc1ccc(-c2cnc3n2CCCCC3)cc1
 : 92 | 1.6 | -4 | 28 | -19 | 87 | -12 | -7 | -0.3
Cc1cc(C)c2c(n1)sc1c(=O)n(CC(=O)c3ccccc3)cnc12
 : 96 | -0.5 | 27 | · | -13 | 94 | -2 | -2 | 1.3
CC(C)CC(=O)Nc1ccc(-c2cn3cccnc3n2)cc1
 : 105 | -0.5 | 29 | 17 | -5 | 107 | 5 | -8 | 0.2
O=C(NCCCl)Nc1cccc(Br)c1
 : 97 | 0.8 | 53 | 4 | -1 | 99 | -2 | -4 | 1.8
Cc1ccc([N+](=O)[O-])cc1N/C=C/C(=O)c1ccco1
 : 103 | -0.5 | -6 | 0 | 5 | 102 | 6 | 2 | -1.9
Cc1ccccc1N1C(=O)N(c2cccc(C(F)(F)F)c2)C2CS(=O)(=O)CC21 (configuration not stated)
 : 102 | 0.3 | -8 | 3 | -9 | 102 | 5 | -2 | 1.1
CCN(CC)C(=S)SC1CCCCN(C(=O)c2ccccc2)C1=O (configuration not stated)
 : 99 | -1.4 | 3 | -6 | -15 | 95 | 4 | 1 | -2.9
CCCc1cc(=O)oc2c(C)c(OS(C)(=O)=O)ccc12
 : 100 | 1.1 | · | · | -6 | 106 | 3 | 5 | 1.3

Part of the list above, showing only MEKK2wt PB1 HTS.
mol,MEKK2wt PB1 HTS
Cc1c(NC(=S)NC(=O)c2ccc(-c3ccc(Cl)cc3)o2)cccc1C(=O)O,91
O=C(NCCCl)Nc1cccc(Br)c1,99
Cc1cc(C)c2c(n1)sc1c(=O)n(CC(=O)c3ccccc3)cnc12,94
COc1ccc(N2CCN(CC(O)COC(c3ccc(F)cc3)c3ccc(F)cc3)CC2)cc1 (configuration not stated),123
